# Compound activity: PubChem BioAssay, several laboratories
# phage Ecoli inh: E. coli growth loss with phage present; inhibition, % at 11.9 µM; growth absorbance; AID 651602; hit rate 0.26% among 360,000; in the data active = inhibition above about 11%
# PfHsp90 set2: reduces growth (ATP signal) of yeast expressing P. falciparum Hsp90 | S. cerevisiae expressing PfHsp90, BacTiter-Glo ATP, 48 h; yeast lacking PDR1 and PDR3 efflux regulators | inhibition, % at 9.4 µM | hit rate 0.32% among 310,000;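 active = every replicate shows inhibition above about 80%, whatever the replicate mean, limit read from the data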;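 note: 0% = DMSO neutral controls and 100% = 20 µM radicicol positive controls; yeast relying on Plasmodium falciparum Hsp90 in place of its own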
# PKA-R2B act: PKA-R2B complex activation | hit rate 0.079% among 340,000 | AID 504700 | PKA-R2B holoenzyme dissociation, Cy5-IP20 fluorescence polarization; R2B truncated from residue 108, S112A mutant; 0% DMSO only, 100% 113 µM cGMP | activation, % at 11.4 µM;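 active = activation above a cutoff set at the mean over all compounds plus 3 SD, cut at about 18% in these data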;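 note: higher means more holoenzyme dissociation and a rise in polarization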
# Target sequence (P31323 whole entry, looked up, other chains not shown, the tested form may be a part): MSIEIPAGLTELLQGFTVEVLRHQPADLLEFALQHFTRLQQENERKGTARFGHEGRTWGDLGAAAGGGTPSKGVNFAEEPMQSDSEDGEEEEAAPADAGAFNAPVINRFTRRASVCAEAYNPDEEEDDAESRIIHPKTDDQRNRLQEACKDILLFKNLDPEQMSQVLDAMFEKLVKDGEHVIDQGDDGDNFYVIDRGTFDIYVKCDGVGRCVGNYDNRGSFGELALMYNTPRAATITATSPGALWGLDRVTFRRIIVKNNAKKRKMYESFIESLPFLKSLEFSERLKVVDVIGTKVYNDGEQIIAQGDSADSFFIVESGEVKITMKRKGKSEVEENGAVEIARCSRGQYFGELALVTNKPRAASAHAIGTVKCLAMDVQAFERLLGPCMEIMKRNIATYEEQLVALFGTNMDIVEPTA
# HTR5A inv ctr: HTR5A inverse agonism, opioid heterodimer counter-screen; inhibition, % at 9.3 µM; P47898; HTR5A cell line, luminescence; hit rate 0.083% among 340,000; AID 504634; in the data active = inhibition mostly above about 23%, no sharp cut-off; inactive = mostly below about 18%;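 note: 0% = cells with DMSO and 100% = no-cell wells with DMSO; some compounds called inactive have numbers as strong as hits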
# Target sequence (P47898 whole entry, looked up): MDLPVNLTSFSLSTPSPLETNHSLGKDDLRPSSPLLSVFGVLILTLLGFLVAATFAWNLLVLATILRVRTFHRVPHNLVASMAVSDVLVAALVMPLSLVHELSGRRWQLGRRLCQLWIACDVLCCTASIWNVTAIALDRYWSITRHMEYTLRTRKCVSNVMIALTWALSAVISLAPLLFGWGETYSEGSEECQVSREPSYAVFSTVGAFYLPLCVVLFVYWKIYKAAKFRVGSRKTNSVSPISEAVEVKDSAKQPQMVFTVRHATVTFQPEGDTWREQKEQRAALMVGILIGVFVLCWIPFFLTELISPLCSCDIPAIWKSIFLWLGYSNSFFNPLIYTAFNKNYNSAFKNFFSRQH
# OPRM1-OPRD1 ag: agonists of human mu-delta opioid receptor heterodimerization. hit rate 0.3% among 340,000. activation, % at 9.3 µM. cells, OPRM1-OPRD1 heterodimerization, luminescence. P35372+P41143; in the data active = activation above about 18%;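 note: 0% = vehicle-treated cells and 100% = reference agonist; values of inactives mirror those of a sister screen read the other way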
# PKA-R1A activ: activates the PKA-R1A holoenzyme complex; PKA-R1A dissociation, Cy5-IP20 fluorescence polarization; scaled: DMSO 0%, 113 µM cGMP 100%; hit rate 0.083% among 340,000; activation, % at 11.4 µM; P00514+P68181;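 active = percent activation above the mean of all tested compounds plus 3 SD, cut at about 19% in these data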;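 note: higher means more PKAc released from R1A so a rise in polarization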
# Mot1-301 SUMO: blocks SUMOylation pathway, rescuing yeast Mot1-301 growth | S. cerevisiae Mot1-301 growth rescue, ATP luminescence, 38.5C; percent above DMSO median, 100 means doubled | growth rescue, % at 18.8 µM | hit rate 1% among 320,000 | AID 2716;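 active = every valid replicate shows activation above 250% relative to neutral control wells; inactive = the rest, any valid replicate at or below 250%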;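 note: OY570 slx delta 5 strain wells were the positive control but not used for scaling; some compounds called inactive have numbers as strong as hits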
# MOR-DOR inv ag: mu-delta opioid heterodimer inverse agonism. inhibition, % at 9.3 µM. P35372+P41143. cell-based MOR-DOR heterodimer luminescence. AID 504357. hit rate 0.21% among 340,000; in the data active = inhibition above about 22%, passing the limit was not always enough;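 note: 0% = cells with DMSO and 100% = wells without cells with DMSO; values of inactives mirror those of a sister screen read the other way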
# Tat transport: inhibitors of E. coli Tat protein transport | E. coli MC4100 TorA-mCherry Tat export, fluorescence | inhibition, % at 10 µM | hit rate 0.036% among 340,000 | AID 488895;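 active = mean replicate inhibition at least 50% and at least half of replicates individually reaching 50%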;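 note: exported cargo escapes ClpAP degradation while cytoplasmic cargo is degraded and loses fluorescence; 0% = median of neutral control wells and 100% = median of NaSCN control wells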
# Ecoli viability: reduces bacterial viability in AddAB counter-screen; E. coli V3065 growth, OD600 absorbance, 18 h; hit rate 0.27% among 330,000; inhibition, % at 11.9 µM;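 active = inhibition above the campaign's mean inhibition across all tested compounds plus 3 SD, cut at about 9.9% in these data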;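 note: uninfected addAB+ strain grown without phage in ampicillin broth; 0% = DMSO wells and 100% = ciprofloxacin 0.95 µg/ml wells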
# AddAB inh: less growth of phage-infected E. coli with AddAB; E. coli expressing H. pylori AddAB, absorbance growth; inhibition, % at 11.9 µM; hit rate 0.29% among 330,000; in the data active = inhibition above about 12%;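 note: 0% = vehicle wells of infected cells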
# An asterisk follows results filed as active; / = not tested or not shown.
# The first 10 compounds, ahead of the listing:
SMILES,phage Ecoli inh,PfHsp90 set2,PKA-R2B act,HTR5A inv ctr,OPRM1-OPRD1 ag,PKA-R1A activ,Mot1-301 SUMO,MOR-DOR inv ag,Tat transport,Ecoli viability,AddAB inh
CC1(C(=O)c2ccccc2)C2c3c(ccc4ccccc34)OC(=O)C21C(=O)N1CCOCC1 (stereo not given),1.9,105*,-5,14,-0.6,-2,-2,3,7,1.9,0.7
COc1cccc(CN(C)C(=O)c2ccc(NS(=O)(=O)c3ccc(F)cc3)cc2)c1OC,3.0,-6,-13,1,-0.2,-2,/,2,-9,0.0,2.7
CCOc1ccc(C(=O)NCCC(=O)N2CCC3(CC2)NCCc2[nH]cnc23)cc1OCC,2.9,-12,-4,-8,-0.8,0,-10,4,-1,-0.8,-0.7
O=C(Nc1ccc2nc(-c3ccco3)c(-c3ccco3)nc2c1)N1CCN(c2ccccn2)CC1,1.3,-8,0,-18,4.0,6,1,-22,-10,-1.4,-1.4
COc1ccc(N(C)S(=O)(=O)c2cccc(C(=O)OC(C(=O)Nc3cc(C)cc(C)c3)c3ccccc3)c2)cc1 (stereo not given),3.0,-1,1,-3,-1.9,-2,62,10,-5,-1.4,3.4
CCCCNC(=O)c1c[nH]c2ccc(S(=O)(=O)Nc3ccc(OCC)cc3)cc2c1=O,2.5,-6,-7,-43,0.5,7,/,-3,-1,0.1,2.3
O=C(O)C(O)c1ccco1 (stereo not given),/,14,1,7,-1.0,5,/,5,-6,/,/
Cc1c(/C=N/NC(N)=O)c2ccccn2c1C(=O)c1ccc(F)cc1,4.0,13,-5,-5,-3.5,-2,-3,21,3,-4.0,-1.6
CCC(=O)Nc1nnc(SCC(=O)c2ccc3c(c2)Cc2ccccc2-3)s1,0.6,-4,13,4,0.2,0,10,-1,2,-2.7,0.1
COC(=O)c1cn(-c2ccccc2)nc1C(=O)OC,2.3,8,3,5,-3.3,3,24,16,5,-0.8,-1.4

# The whole of this part, from the start:
SMILES,phage Ecoli inh,PfHsp90 set2,PKA-R2B act,HTR5A inv ctr,OPRM1-OPRD1 ag,PKA-R1A activ,Mot1-301 SUMO,MOR-DOR inv ag,Tat transport,Ecoli viability,AddAB inh
CC1(C(=O)c2ccccc2)C2c3c(ccc4ccccc34)OC(=O)C21C(=O)N1CCOCC1 (stereo not given),1.9,105*,-5,14,-0.6,-2,-2,3,7,1.9,0.7
COc1cccc(CN(C)C(=O)c2ccc(NS(=O)(=O)c3ccc(F)cc3)cc2)c1OC,3.0,-6,-13,1,-0.2,-2,/,2,-9,0.0,2.7
CCOc1ccc(C(=O)NCCC(=O)N2CCC3(CC2)NCCc2[nH]cnc23)cc1OCC,2.9,-12,-4,-8,-0.8,0,-10,4,-1,-0.8,-0.7
O=C(Nc1ccc2nc(-c3ccco3)c(-c3ccco3)nc2c1)N1CCN(c2ccccn2)CC1,1.3,-8,0,-18,4.0,6,1,-22,-10,-1.4,-1.4
COc1ccc(N(C)S(=O)(=O)c2cccc(C(=O)OC(C(=O)Nc3cc(C)cc(C)c3)c3ccccc3)c2)cc1 (stereo not given),3.0,-1,1,-3,-1.9,-2,62,10,-5,-1.4,3.4
CCCCNC(=O)c1c[nH]c2ccc(S(=O)(=O)Nc3ccc(OCC)cc3)cc2c1=O,2.5,-6,-7,-43,0.5,7,/,-3,-1,0.1,2.3
O=C(O)C(O)c1ccco1 (stereo not given),/,14,1,7,-1.0,5,/,5,-6,/,/
Cc1c(/C=N/NC(N)=O)c2ccccn2c1C(=O)c1ccc(F)cc1,4.0,13,-5,-5,-3.5,-2,-3,21,3,-4.0,-1.6
CCC(=O)Nc1nnc(SCC(=O)c2ccc3c(c2)Cc2ccccc2-3)s1,0.6,-4,13,4,0.2,0,10,-1,2,-2.7,0.1
COC(=O)c1cn(-c2ccccc2)nc1C(=O)OC,2.3,8,3,5,-3.3,3,24,16,5,-0.8,-1.4
N#CC1=C(N)Oc2cc(Nc3ccccc3)ccc2C1c1ccncc1 (stereo not given),3.1,-18,-8,-39,-1.1,-9,-10,7,23,-0.5,2.9
COC(=O)c1sc(NC(=O)c2ccc(OC)cc2OC)nc1C,-2.0,-2,-8,5,-2.0,0,1,10,-4,-1.9,2.3
COc1ccccc1CNC(=O)c1ccc(CS(=O)Cc2cccc(Cl)c2)o1 (stereo not given),-0.2,1,5,-12,-2.0,-5,-1,11,-7,-3.1,0.1
O=C1NC(=S)N/C1=C/c1cccc([N+](=O)[O-])c1O,1.1,2,1,31,-3.2,-13,-14,17,-11,-2.0,2.2
CC(=O)Nc1ccccc1NC(=O)c1ccc(C)c(C)c1,0.8,-6,-5,-13,-1.0,-8,-21,5,2,-0.1,1.4
Cc1ccc(CNC(=O)COC(=O)C2CC2)cc1,2.4,-14,1,-8,-1.6,1,-5,6,0,3.3,3.7
Cc1cc(NC(=O)COC(=O)Cn2[nH]c(=O)c3ccccc3c2=O)c([N+](=O)[O-])cc1C,2.7,-16,-7,-9,-2.6,-6,12,11,11,-0.2,0.6
CCOc1ccc(OCCC(=O)N(CCOC)c2c(N)n(Cc3ccccc3)c(=O)[nH]c2=O)cc1,4.7,-7,0,3,-2.2,-15,/,11,-1,/,/
CS(=O)(=O)N1CCN(c2ccc([N+](=O)[O-])c(NCCN3CCOCC3)c2)CC1,2.2,18,-11,-6,-2.1,-1,-11,11,-2,-0.5,1.9
Cc1cc(NC(=O)CSc2nnc(C(F)(F)F)n2C)no1,0.9,4,-3,2,-2.9,-7,-2,11,-8,1.7,1.7
O=C(CN1C(=O)NC2(CCOc3ccccc32)C1=O)NCCc1ccccc1 (stereo not given),-0.6,-8,8,8,0.5,1,53,-2,-6,0.4,-0.8
C=CCN(CC=C)c1cnn(-c2nc3ccccc3[nH]2)c(=O)c1Cl,1.2,/,-2,-7,-0.7,3,-27,4,-4,-1.7,0.3
CC(NC(=O)NCC1CCCO1)(C(F)(F)F)C(F)(F)F (stereo not given),3.7,-2,-3,-12,-2.6,-16,-8,11,-7,0.2,3.2
CC(C)(C)OC(=O)C1C(=O)CC(C)(O)C(C(=O)OC(C)(C)C)C1c1ccco1 (stereo not given),2.8,/,-1,-7,0.7,1,-23,-4,7,-3.5,-0.6
CCOc1ccc(-c2nc(=S)[nH][nH]2)cc1,0.1,28,5,-13,0.5,9,2,-3,-9,1.3,1.4
O=C(CN1CCCCCC1)Nc1ccc(Cl)cn1,0.2,3,1,-15,-0.3,-4,479,1,-4,1.7,3.3
C=CCc1ccc(OCC(O)CN2CCN(c3ccccc3)CC2)c(OC)c1 (stereo not given),2.9,0,-4,-1,1.6,5,223,-9,-9,-0.8,1.0
Cc1coc2cc3oc(=O)c(CCC(=O)NCCCn4ccnc4)c(C)c3cc12,4.3,5,-3,-7,-4.9,7,-16,25,5,-2.5,2.2
Cc1c(CCOC(=O)c2ccc(Cl)cc2Cl)sc[n+]1CC(=O)c1ccccc1,3.8,-25,-6,1,-3.5,13,-22,15,8,0.5,-0.7
Nc1nc(SC2c3cccc4cccc(c34)C2NS(=O)(=O)c2ccccc2)n[nH]1 (stereo not given),0.7,15,-3,11,-3.8,-13,7,20,-5,-1.0,-0.5
O=C(COC(=O)c1ccc(Cl)c(S(=O)(=O)N2CCCCC2)c1)NCc1ccco1,1.9,-33,-4,17,-1.6,-9,/,8,3,-0.2,0.0
Cc1nnsc1NC(=O)OCC(C)C,-0.8,/,2,-4,-1.2,-1,-6,6,-3,-0.5,5.1
CCOCCc1nnc(NC(=O)C2CC(=O)N(CCc3ccc(F)cc3)C2)s1 (stereo not given),2.3,-4,-2,-6,-1.8,5,-6,9,3,-0.3,1.1
CCNC(=S)Nc1ccc(C)c(S(=O)(=O)Nc2ccccc2OC)c1,2.7,-3,-1,0,-3.1,-6,398*,16,-10,-1.3,-0.4
Cc1ccc(-n2c(-c3cccnc3)n[nH]c2=S)c(C)c1,2.7,/,4,7,-1.4,-17,/,7,-7,-3.2,1.6
Cc1ccc2nc(N3CCN(C(=O)c4ccco4)CC3)sc2c1,3.3,/,-6,2,-0.5,0,2,3,-14,1.0,-1.5
CN(c1cccc(NC(=O)CN(c2ccc(F)cc2)S(C)(=O)=O)c1)S(C)(=O)=O,2.9,-10,4,24,1.5,3,-11,-8,-5,2.7,2.5
CC(C)[C@H](N)c1nnc(SCC(=O)c2ccc(Cl)cc2)o1,3.5,13,-12,7,-1.3,3,-1,7,1,-0.4,-0.6
COc1cccc(N2CC(NC(=O)c3ccc4ccccc4c3)CC2=O)c1 (stereo not given),5.2,-14,10,-2,-2.2,0,15,11,4,0.2,4.2
COc1ccc(-n2nnc3c(SCC(=O)Nc4ccccc4F)ncnc32)cc1,-1.2,14,-8,28,-1.1,-5,-8,5,-3,-0.2,5.2

# Some entries already given with just PfHsp90 set2, OPRM1-OPRD1 ag and PKA-R1A activ:
smiles | PfHsp90 set2 | OPRM1-OPRD1 ag | PKA-R1A activ
Cc1nnsc1NC(=O)OCC(C)C | / | -1.2 | -1
C=CCN(CC=C)c1cnn(-c2nc3ccccc3[nH]2)c(=O)c1Cl | / | -0.7 | 3
